tim10-1 inh = inhibits growth of tim10-1 mutant yeast | S. cerevisiae tim10-1 ts strain growth, BacTiter-Glo, 24 h | inhibition, % at 20 µM | 330,000 compounds, 2.2% hits | AID 463190;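 active = inhibition of at least 40%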;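 note: mutant grown at 25 °C; 0% = DMSO wells with yeast and 100% = wells holding no yeast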
NALP3 yeast inh = blocks the NALP3 inflammasome reconstituted in yeast; inhibition, % at 10 µM; 330,000 compounds, 0.39% hits; Yeast reconstituted NLRP3/ASC/caspase-1, beta-gal luminescence, 24 h;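 active = inhibition of 50% or more; inactive = inhibition below 50%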;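 note: plate controls were induced DMSO wells for no effect and uninduced yeast grown without galactose for full effect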
hIAP block = blocks human intestinal alkaline phosphatase. purified IAP, CDP-Star luminescence, 30 min. inhibition, % at 10 µM. 330,000 compounds, 0.12% hits. AID 2544;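 active = inhibition reaching a set limit with compound at 10 µM in the primary screen, cut at about 35% in these data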;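 note: plate controls were DMSO wells with enzyme for no effect and no-enzyme buffer wells for full effect; values of inactives mirror those of a sister screen read the other way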
Target sequence (P09923 whole entry, looked up): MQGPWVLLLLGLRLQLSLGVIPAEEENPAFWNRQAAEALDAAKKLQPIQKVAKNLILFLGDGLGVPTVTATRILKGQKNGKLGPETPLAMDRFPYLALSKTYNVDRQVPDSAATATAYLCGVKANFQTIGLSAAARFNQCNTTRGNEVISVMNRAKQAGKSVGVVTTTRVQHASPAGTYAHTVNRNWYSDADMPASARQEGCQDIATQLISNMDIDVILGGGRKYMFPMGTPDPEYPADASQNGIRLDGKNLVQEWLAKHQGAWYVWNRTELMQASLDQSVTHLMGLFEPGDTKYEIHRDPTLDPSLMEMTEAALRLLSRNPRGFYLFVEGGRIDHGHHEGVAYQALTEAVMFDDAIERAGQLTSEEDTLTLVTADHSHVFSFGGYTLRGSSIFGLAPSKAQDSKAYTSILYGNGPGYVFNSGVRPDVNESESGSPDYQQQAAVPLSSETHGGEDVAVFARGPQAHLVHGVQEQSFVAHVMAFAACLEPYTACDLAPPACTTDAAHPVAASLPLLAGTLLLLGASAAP
TIM10 inh = TIM10 yeast growth inhibition | S. cerevisiae TIM10 strain growth, BacTiter-Glo luminescence, 24 h | inhibition, % at 10 µM | 330,000 compounds, 1.4% hits | AID 463195;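 active = inhibition of 40% or more at the single tested concentration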;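 note: wild-type TIM10 isogenic control strain grown at permissive 25 °C; 0% = DMSO yeast wells and 100% = minimal medium wells without yeast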
mIAP inh = blocks mouse intestinal alkaline phosphatase | purified mouse IAP, CDP-Star luminescence, 30 min | inhibition, % at 10 µM | 330,000 compounds, 0.2% hits | AID 2806;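 active = inhibition of at least 40% at 10 µM in the primary screen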;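 note: plate controls were DMSO with enzyme for no effect and no enzyme wells for full effect; values of inactives mirror those of a sister screen read the other way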
Apaf1 inhib = human Apaf-1 inhibition; inhibition, % at 20 µM; reconstituted apoptosome caspase-3 activity, DEVD-Rh110 fluorescence; O14727; 330,000 compounds, 0.71% hits; active = inhibition of at least 40% at 20 µM;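 note: plate controls were DMSO wells for no effect and DEVD-CHO caspase inhibitor wells for full effect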
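Material: reconstituted apoptosome with Apaf-1, cytochrome c, caspase-9, procaspase-3, dATP. Technique: Rh110 fluorescence intensity. Buffer or medium: pH 7.5 Hepes buffer with CHAPS, BSA, DTT. Times: 30 min plus 50 min, RT.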
ATG4B inhibitor = blocks human ATG4B protease cleavage of LC3 substrate. ATG4B cleavage of LC3-PLA2, NBD-HPC fluorescence, 1 h. inhibition, % at 8.33 µM. 340,000 compounds, 0.51% hits. AID 504462; in the data active = inhibition above about 40%
Target sequence (Q9Y4P1 whole entry, looked up): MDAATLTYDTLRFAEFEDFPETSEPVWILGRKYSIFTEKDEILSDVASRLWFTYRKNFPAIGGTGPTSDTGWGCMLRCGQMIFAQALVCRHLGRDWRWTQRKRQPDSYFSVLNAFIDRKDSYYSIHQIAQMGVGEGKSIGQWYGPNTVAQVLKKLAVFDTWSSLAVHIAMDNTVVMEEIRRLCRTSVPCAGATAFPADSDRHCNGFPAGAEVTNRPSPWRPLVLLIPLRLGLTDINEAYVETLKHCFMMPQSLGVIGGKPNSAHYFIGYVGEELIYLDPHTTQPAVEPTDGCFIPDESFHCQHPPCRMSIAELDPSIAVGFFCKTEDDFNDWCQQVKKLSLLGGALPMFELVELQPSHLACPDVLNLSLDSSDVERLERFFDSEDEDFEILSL
mIAP act = increases mouse intestinal alkaline phosphatase activity | muIAP, CDP-Star luminescence, 30 min; hits give high values; 1 = vehicle-only enzyme signal, 0 = enzyme-free wells | activation factor at 10 µM | 330,000 compounds, 0.24% hits;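 active = activation factor of at least 2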; note: the source names both 10 and 20 µM as test concentration; values of inactives mirror those of a sister screen read the other way
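Assay system: mouse IAP enzyme; Reagent: CDP-Star chemiluminescent phosphatase substrate; Compound: DMSO-dissolved test compounds; Incubation: 30 min, room temperature; Technique: luminescence from enzymatic CDP-Star hydrolysis; Controls: DMSO-only wells and no-enzyme negative control.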
hIAP activ = increases human intestinal alkaline phosphatase activity; P09923; purified human IAP, CDP-Star luminescence, 30 min; hits give high values; 1 = vehicle-only enzyme, 0 = enzyme-free background; activation factor at 10 µM; 330,000 compounds, 0.16% hits;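 active = activation factor of the enzyme at least 2-fold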; note: the source names both 10 and 20 µM as test concentration; values of inactives mirror those of a sister screen read the other way
* marks the source's active call; other numbers are inactive results; . = not tested or not shown.

SMILES	tim10-1 inh	NALP3 yeast inh	hIAP block	TIM10 inh	mIAP inh	Apaf1 inhib	ATG4B inhibitor	mIAP act	hIAP activ
O=C(Oc1ccc(Cl)cc1)N1CCCCC1	9	8	-6	-26	-4	4	-2	1	1.1
Cc1ccn(-c2cccc(-n3ccc(C)n3)n2)n1	12	14	22	10	-2	-7	0	1	0.78
COc1ccccc1C(=O)NCC(C)(C)CN=C1NS(=O)(=O)c2ccccc21	0	10	6	13	1	-7	2	0.99	0.94
Cc1ccc(C(=O)CC(=O)c2ccccc2)cc1	12	20	-32	9	8	8	4	0.92	1.3
CCOC(=O)C1=C(CN2CCSCC2)NC(=O)NC1c1cccc([N+](=O)[O-])c1 (centres undefined)	7	-13	9	-22	-3	-7	-7	1	0.91
COc1ccc(N(CC(=O)NC2CCCC2)C(=O)c2csnn2)cc1	30	14	8	7	-4	2	4	1	0.92
O=S1(=O)CCN2C(c3ccc4c(c3)CCCC4)=CSC2=N1	20	1	-18	-3	-5	7	-3	1.1	1.2
COCCNC(=O)/C(C#N)=C/c1ccc(OCC(=O)NC2CCCCC2)cc1	11	5	2	27	-4	3	5	1	0.98
CCOc1ccc(OCc2cccc(C(=O)N(CC)CC)c2)cc1	22	2	-21	25	10	0	-10	0.9	1.2
CCCCCC(=O)Nc1cccc(C2=NOC3(C2)C[C@H](C(N)=O)N(C(=O)CC)C3)c1 (some centres undefined)	7	5	-5	1	6	3	1	0.94	1.1
COc1ccc(CCNC(=O)C(=O)NCC2CCCO2)cc1OC (centres undefined)	-10	20	3	-6	8	-6	12	0.92	0.97
O=C(O)CCc1nnc(SCC(=O)Nc2ccc(Cl)c(C(F)(F)F)c2)[nH]c1=O	10	0	-3	-5	-8	8	12	1.1	1
CSc1nc2nc3c(cc2c(=O)n1-c1cccc(C)c1)COC(C)(C)C3	23	5	-4	11	-2	-18	-4	1	1
CCOC(=O)C1CCN(C(=O)c2ccccc2NS(=O)(=O)c2ccccc2)CC1	21	11	-2	22	-5	-496	3	1.1	1
COc1ccc(NC(=O)CN2C(=O)NC(c3ccccc3)(c3ccccc3)C2=O)cc1	-43	20	-12	-28	-15	13	-13	1.1	1.1
Cc1cc(C(=O)CSc2nnc(-c3cccs3)o2)c(C)n1-c1ccccc1	48*	5	-10	27	22	9	2	0.78	1.1
O=C(NNC(=O)c1cccc2ccccc12)c1ccc(-c2ccccc2)cc1	-22	10	-58	-29	7	5	4	0.93	1.6
Cn1c(=O)c2sccc2n(CC(=O)NCCC2=CCCCC2)c1=O	-9	11	12	9	2	-2	-1	0.98	0.88
O=S(=O)(/C=C/c1ccccc1)Nc1ccc(F)cc1	-31	21	2	-2	-6	10	-2	1.1	0.98
CCOC(=O)C1CN(S(=O)(=O)c2ccc(Cl)cc2)c2cc(S(=O)(=O)CC)ccc2O1 (centres undefined)	15	16	-2	-8	-1	21	-11	1	1
COc1ccccc1-c1c(C(F)(F)F)oc2cc(OCC(=O)Nc3ccccc3C(F)(F)F)ccc2c1=O	8	4	-1	2	19	30	5	0.81	1
COc1cc(-c2noc(C)c2/C=C/c2ccc(N)cc2)cc(OC)c1OC	26	11	12	25	5	7	-5	0.95	0.88
O=S(=O)(c1ccc(OC(F)(F)F)cc1)N1CCCC(c2ccccc2)C1 (centres undefined)	21	14	-3	2	2	19	-8	0.98	1
CC(=O)Nc1cc2cc(NS(=O)(=O)c3ccc(Cl)cc3)ccc2oc1=O	2	5	1	-15	3	0	0	0.97	0.99
CCOC(=O)c1cc2c(ccn2-c2ccc(F)cc2)n1CC(=O)NC(C)(C)C	-30	14	8	-38	-14	11	.	1.1	0.92
O=C(O)c1ccccc1S(=O)(=O)c1ccccc1CO	-7	1	-6	6	-2	2	-7	1	1.1
CCc1cc2c(SCC(=O)c3cccs3)ncnc2s1	35	23	7	-1	12	14	-3	0.88	0.93
CCOC(=O)C1CCCN(C(=O)CN2C(=O)c3ccccc3C2=O)C1 (centres undefined)	19	6	-10	5	-19	9	4	1.2	1.1
O=C(c1ccc([N+](=O)[O-])o1)N(Cc1nnc(-c2ccccc2Cl)o1)C1CC1	5	14	-9	27	5	51*	-22	0.95	1.1
COc1ccc(CCNC(=O)CSc2ccc(-c3ccccc3)nn2)cc1OC	19	18	10	-8	-6	-16	3	1.1	0.9
O=C(O)CC1(CC(=O)Nc2ccccc2N2CCOCC2)CCCC1	12	-14	-6	13	-11	-3	-2	1.1	1.1
O=S(=O)(Nc1ccc(Nc2ccccc2)cc1)c1ccc(F)cc1	28	31	-6	34	6	17	0	0.94	1.1
COc1ccc(S(=O)(=O)N2CCCCCC2)cc1N(C)S(=O)(=O)c1ccc(Cl)cc1	20	0	4	12	9	7	-12	0.91	0.96
O=C(Nc1ccccc1N1CCOCC1)c1cccc2c(Br)cccc12	30	23	23	18	4	19	10	0.96	0.77
O=C(O)c1ccccc1C(=O)Nc1ccc(Oc2ccc3ccccc3c2)cc1	18	38	-13	9	7	12	17	0.93	1.1
CC(C)Cc1nc2sc3c(=O)n(N)cnc3c2c2c1COC(C)(C)C2	25	-2	-1	10	9	1	-11	0.91	1
Nc1nc(NCCOCCO)nc(NC2CCCCC2)c1[N+](=O)[O-]	24	22	3	9	-2	11	-7	1	0.97
CN(Cc1cccnc1)C(=O)c1cc(COc2ccc3ncccc3c2)on1	17	-4	0	16	-2	-18	0	1	1
Cc1nn2cnnc2c(C)c1Cc1c(F)cccc1Cl	-4	-3	-3	5	2	1	-3	0.98	1
O=C(O)CCNS(=O)(=O)c1ccc2c(c1)OCCCO2	-14	7	5	-18	0	-25	6	1	0.95
COC(=O)CSc1nc(SCc2ccc(C)cc2)nc2c1CCCC2	18	16	1	7	5	14	-10	0.95	0.99
Cc1cc2cc3c(C)cc(=O)oc3c(C)c2o1	0	21	-17	-13	-10	1	1	1.1	1.2
COCCn1c(COC)nc2ccccc21	-11	8	-14	-21	-4	0	-2	1	1.1
CCOc1ccc(N2C(=O)S/C(=C\c3cccn3C)C2=O)cc1	-6	18	-10	-16	18	-1	0	0.82	1.1
CCc1nc(Nc2cccc(F)c2)c2oc3ccccc3c2n1	37	4	-4	10	6	13	17	0.94	1
COC(=O)c1ccccc1SCc1csc(C)n1	11	29	11	9	9	0	5	0.91	0.89
Cc1ccc(CNCC(O)(c2ccccc2)c2ccccc2)cc1	25	23	9	-1	-2	9	12	1	0.91
CCOC(=O)C1CCN(C(=S)Nc2ccccc2)CC1	6	12	7	1	5	-12	4	0.95	0.93
CC(C)c1ccc(CCNC(=O)CCNC(=O)c2ccc(Br)cc2)cc1	-9	6	-29	-13	-6	0	0	1.1	1.3
CCOc1ccc(OCCOc2cccc(C(F)(F)F)c2)cc1	-4	-12	-1	-2	6	11	2	0.94	1

Additional entries:
SMILES	tim10-1 inh	NALP3 yeast inh	hIAP block	TIM10 inh	mIAP inh	Apaf1 inhib	ATG4B inhibitor	mIAP act	hIAP activ
CC1(C)C2CCC1(CS(=O)(=O)NC1CCCC1)C(=O)C2 (centres undefined)	6	8	6	2	-4	-7	-26	1	0.94
CC(C)CN1C(=O)c2ccc(NC(=O)Cc3ccccc3)cc2C1=O	-14	20	-2	-6	7	4	-6	0.93	1
NS(=O)(=O)c1ccc(CCNC(=S)NC2CCCCC2)cc1	-11	-7	-5	-3	-18	0	-8	1.2	1.1
O=C(NN=C1C2CC3CC(C2)CC1C3)c1cccc(S(=O)(=O)N2CCOCC2)c1	4	12	-13	-5	3	5	-1	0.97	1.1
CCCNc1nc2c(c(=O)[nH]c(=O)n2C)n1CCc1ccccc1	11	8	4	2	5	4	7	0.95	0.96
CCCCCc1nnc(NC(=O)NS(=O)(=O)c2ccc(C)cc2)s1	-18	11	-27	5	7	-2	-5	0.93	1.3
COc1cccc2cc(C(C)N(CCCN3CCOCC3)C(=O)Nc3ccccc3)oc12 (centres undefined)	4	2	-9	6	-3	-1	4	1	1.1
O=[N+]([O-])c1ccccc1OCCN1CCCC1	-28	25	-22	-10	5	-5	-3	0.95	1.2
O=C(COCC(=O)N1CCOCC1)N1CCOCC1	-3	-2	-4	-10	7	-4	11	0.93	1
COc1ccc(-n2c(SC3CCOC3=O)nc3ccccc32)cc1 (centres undefined)	14	1	-14	11	6	16	8	0.94	1.1
Cc1cc(OCC(=O)N2CCC[C@@H]2C(=O)O)c2c(C)c(C)c(=O)oc2c1	10	2	-8	-3	1	8	-8	0.99	1.1
Cc1cc(C)c(S(=O)(=O)NCC(=O)NCc2cc(=O)n(C)c(=O)n2C)c(C)c1	2	-10	-10	1	4	5	1	0.96	1.1
CC(C)c1ccc(NC(=O)C2CC(=O)N=C(N)S2)cc1 (centres undefined)	16	12	2	7	9	-10	-5	0.91	0.98
CCOC(=O)NC1(NCC(C)C)Oc2ccccc2O1	24	3	-1	11	0	4	17	1	1
COc1ccc2c(c1)Cc1sc(NC(C)=O)nc1-2	27	-3	-6	7	2	73*	2	0.98	1.1
Cc1c(CCOC(=O)c2ccccc2)sc[n+]1CC(=O)c1ccc(Br)cc1	-6	10	5	-18	32	25	9	0.68	0.95
Cc1cc(NC(=O)CCC(=O)N(c2ccc(F)cc2)C(C(=O)NC2CCCC2)c2ccc(C)o2)no1 (centres undefined)	10	-1	-12	14	-7	7	1	1.1	1.1
O=C(COc1ccc([N+](=O)[O-])cc1)Nc1cc(S(=O)(=O)N2CCCCC2)ccc1N1CCCCC1	1	20	-1	0	11	26	-13	0.89	1
CC(NC(=O)c1cc(=O)[nH]c2ccccc12)c1ccccc1 (centres undefined)	-4	-1	5	10	12	4	19	0.89	0.95
O=C(Nc1cccnc1)/C(N=Nc1cccnc1)=C(\O)c1ccccc1	18	24	11	24	2	0	-11	0.98	0.89
CC(=O)c1c(C)[nH]c(C(=O)NNC(=O)COc2cc(C)ccc2C(C)C)c1C	-2	5	-35	10	19	3	-1	0.81	1.4
O=C(Nc1cc2c(cc1C(=O)O)OCCCO2)c1ccc(C(F)(F)F)cc1	0	2	0	14	7	36	10	0.93	1
Cc1cc(C)c2[nH]c(C(=O)Nc3ccc(F)cc3Br)cc2c1	1	17	-2	21	4	18	6	0.96	1
O=C(c1ccc(S(=O)(=O)Cc2ccccc2Cl)c([N+](=O)[O-])c1)N1CCOCC1	31	1	13	10	3	-7	5	0.97	0.87
Cc1ccc(-c2nnn(CC(=O)NCC3COCCO3)n2)o1 (centres undefined)	12	9	5	-8	-3	-2	-6	1	0.95
O=[N+]([O-])c1ccc(N2CCN(S(=O)(=O)c3ccccc3)CC2)c2cccnc12	6	20	8	6	6	7	-25	0.94	0.92
Cc1cc(C)cc(-n2cc[nH]c2=S)c1	15	-1	-25	13	-10	8	-4	1.1	1.2

Profiles from above:
Profile of CC(=O)c1c(C)[nH]c(C(=O)NNC(=O)COc2cc(C)ccc2C(C)C)c1C → tim10-1 inh: -2; NALP3 yeast inh: 5; hIAP block: -35; TIM10 inh: 10; mIAP inh: 19; Apaf1 inhib: 3; ATG4B inhibitor: -1; mIAP act: 0.81; hIAP activ: 1.4
Profile of O=C(c1ccc(S(=O)(=O)Cc2ccccc2Cl)c([N+](=O)[O-])c1)N1CCOCC1 → tim10-1 inh: 31; NALP3 yeast inh: 1; hIAP block: 13; TIM10 inh: 10; mIAP inh: 3; Apaf1 inhib: -7; ATG4B inhibitor: 5; mIAP act: 0.97; hIAP activ: 0.87
Profile of Cc1cc(C)cc(-n2cc[nH]c2=S)c1 → tim10-1 inh: 15; NALP3 yeast inh: -1; hIAP block: -25; TIM10 inh: 13; mIAP inh: -10; Apaf1 inhib: 8; ATG4B inhibitor: -4; mIAP act: 1.1; hIAP activ: 1.2
